Bioassay records as filed in PubChem BioAssay.
TDP1 cell CPT – growth inhibition of DT40 Tdp1-/-;hTDP1 cells with camptothecin (screen for TDP1 inhibitors); 420,000 compounds, 12% hits; chicken DT40 Tdp1-/-;hTDP1 cells + 20 nM CPT, ATP luminescence, 48 h; Potency, µM (doses to about 46.2 µM), for inactives: at the top dose activity change, negative = growth inhibition, actives largely listed as inhibitors; AID 686979; also: nearly all actives have a fitted effect of over 55% in size
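Chicken DT40 Tdp1-/- cells complemented with human TDP1, 400 cells/well, exposed to compounds plus 20 nM camptothecin for at least 48 h at 37 C; viability read as ATP content by CellTiter-Glo luminescence.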
N370S GC – N370S glucocerebrosidase modulation, Gaucher chaperone candidate; N370S GC spleen homogenate, 4MU-glucoside fluorescence; Potency, µM (series often up to 59.4 µM), inactives show at the top dose activity change, negative = inhibition, actives largely listed as inhibitors; 330,000 compounds, 0.092% hits; AID 2101;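 also: 0% = full enzyme activity and -100% = no enzyme basal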
FEN1 inh – human FEN1 inhibition; P39748; AID 588795; Recombinant FEN1 flap cleavage, fluorescence, 15 min; 390,000 compounds, 0.35% hits; Potency, µM (highest dose often 114 µM), inactives show at the highest dose activity change, negative = inhibition, hits mostly inhibitors; also: nearly all actives have a fitted effect of over 65% in size
Target sequence (P39748 whole entry, looked up): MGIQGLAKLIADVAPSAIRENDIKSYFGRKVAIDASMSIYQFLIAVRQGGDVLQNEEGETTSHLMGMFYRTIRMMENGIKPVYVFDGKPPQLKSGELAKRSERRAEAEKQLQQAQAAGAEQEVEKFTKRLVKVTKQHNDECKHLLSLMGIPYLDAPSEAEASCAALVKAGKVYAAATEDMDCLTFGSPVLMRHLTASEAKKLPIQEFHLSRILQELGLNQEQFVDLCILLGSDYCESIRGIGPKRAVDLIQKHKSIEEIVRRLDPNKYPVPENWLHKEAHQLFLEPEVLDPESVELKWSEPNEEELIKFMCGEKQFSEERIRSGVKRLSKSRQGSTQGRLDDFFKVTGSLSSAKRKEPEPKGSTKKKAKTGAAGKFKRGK
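Steps: FEN1 (10 nM) dispensed; compound added by pin tool; 15 min at room temperature; substrate added to 50 nM final; reads at 0 min and 15 min; data normalized and fitted (four-parameter Hill).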
* marks the source's active call; other numbers are inactive results; ? = inconclusive; nt = no result given. Calls follow the shape of the dose curve; as a rule, active = well fitted curve in the direction sought with a large enough effect; inconclusive = small, poorly fitted or top-dose-only effect, or another doubt; inactive = no such curve, though single readings can be large; an effect the other way counts as inactive or inconclusive. Unless noted, % is scaled to controls: 0 for no effect and ±100 for the full control effect; potency is read from the fitted curve at half-maximal effect.

Below each compound: N370S GC, TDP1 cell CPT, FEN1 inh
1: CC(C)n1c(SCC(=O)Nc2ccc(N3CCOCC3)cc2)nnc1-c1ccco1
  -12.9%, -2.5%, -1.6%
2: O=C(O)CN=C1CC(c2ccccc2)CC(=O)/C1=C(/O)CCCN1C(=O)c2ccccc2C1=O (stereo unspecified)
  -4.3%, -10.9%, -4.9%
3: CC1=C(C(=O)NCc2ccc(Cl)cc2)C2(CCCCCC2)OC1=O
  nt, ?, 1.9%
4: C=CCNC(=O)C1CC1(c1ccccc1)c1ccccc1 (stereo unspecified)
  19.0%, -15.9%, 7.9%
5: OCCN(CC#CC(O)(c1ccccc1)c1cccc(F)c1)CCO (stereo unspecified)
  ?, 3.1%, -1.2%
6: CCCCn1c(N)c(N(CC(C)C)C(=O)C2CCN(c3ncnc4sc(C)c(C)c34)CC2)c(=O)[nH]c1=O
  -7.8%, ?, -1.3%
7: CN(C)/C(=N\S(=O)(=O)c1ccccc1)c1ccc(F)cc1
  -2.3%, -9.7%, 0.1%
8: CCC(C)Sc1cccc(-c2nc3cc(C)ccn3c2NCc2ccccc2)c1 (stereo unspecified)
  ?, 23.1µM*, ?
9: COc1ncc2nc(-c3ccccc3)c(=O)n(C3CC3)c2n1
  1.3%, -15.0%, nt
10: NS(=O)(=O)c1ccc(CNC(=O)CCS(=O)(=O)Cc2ccccc2)cc1
  -4.2%, -7.9%, -4.6%
11: COc1ccc(Cc2nnc(NC(=O)Nc3ccc(F)cc3)s2)cc1
  2.9%, -24.3%, -14.8%
12: O=C(Nc1cccnc1Cl)C1CCCN(c2ncnc3c2nc2n3CCCCC2)C1 (stereo unspecified)
  -1.0%, ?, 3.5%
13: CC(=O)Nc1cccc(NC(=O)CSc2nnc(NC(=O)c3ccco3)s2)c1
  -11.3%, 3.5%, -7.4%
14: Cc1c(C(=O)NN2CCOCC2)oc2c1ccc1ccccc12
  -3.2%, -16.3%, -1.0%
15: Cc1ccc(S(=O)(=O)Oc2ccc3c(c2)O/C(=C\c2cccnc2)C3=O)cc1
  -14.8%, ?, -15.7%
16: CCOc1ccc(-c2cc(CCCC(=O)NCc3cccnc3)no2)cc1
  5.8%, 23.1µM*, -9.8%
17: Clc1ccc(C2=Nn3c(nnc3-c3cc(-c4ccccc4)n[nH]3)SC2)cc1
  -6.7%, ?, -17.7%
18: CCCCSc1nc2c(cnn2-c2ccccc2)c(=O)n1N
  -13.2%, -26.6%, -8.3%
19: Cc1ccc2c(c1)c1c(n2CC(O)CN2CCCCC2C)CCCC1 (stereo unspecified)
  -8.7%, ?, -5.6%
20: COc1ccc(/C=N/NC(=O)c2cccc([N+](=O)[O-])c2)cc1OS(=O)(=O)c1ccc(C)cc1
  ?, 4.11µM*, 12.6%
21: Cc1oc2c(c1C(=O)NCc1ccccc1F)C1=NCCN1C=N2
  nt, -0.4%, -6.8%
22: Cc1ccc(C#N)c(SCc2ccccc2F)n1
  23.9%, 6.1%, -3.5%
23: O=C(N/N=C\c1ccc(COc2ccc([N+](=O)[O-])cc2)o1)c1cccc(Cl)c1
  10.1%, -14.5%, -7.9%
24: COc1ccc(/C=N/NC(=O)c2ccc(Cl)cc2)cc1COC(C)=O
  4.0%, -3.8%, -2.9%
25: CCCCN(C(=O)C1CC(=O)N(CCc2ccc(OC)c(OC)c2)C1)c1c(N)n(CCCC)c(=O)[nH]c1=O (stereo unspecified)
  6.2%, 14.3%, 3.1%
26: COc1ccc2nc(N3C(=O)/C(=C/c4ccc(Cl)cc4)NC3=S)sc2c1
  -7.5%, ?, 12.5%
27: NNc1cc([N+](=O)[O-])cc2c1C(=O)N(Cc1ccccc1)S2=O (stereo unspecified)
  0.9%, -27.6%, -21.1%
28: Cc1ccc2nccc(C(=O)N3CCCC(Nc4ccc(C)c(C)c4)C3)c2c1 (stereo unspecified)
  -4.8%, ?, 5.8%
29: Cc1ccc(SCCNC(=O)C(C)C)cc1
  27.1%, 2.1%, -15.5%
30: Cc1cc(C)c(C)c(S(=O)(=O)N2CCC(C(=O)NCCCN3CCOCC3)CC2)c1C
  nt, -9.0%, -2.9%

Quoted from the listing:
entry 23 in FEN1 inh is listed with -7.9%
entry 30 in FEN1 inh is listed with -2.9%
entry 29 in N370S GC is listed with 27.1%
entry 21 in FEN1 inh is listed with -6.8%
entry 28 in N370S GC is listed with -4.8%

Reformatted: results already given
[19] Cc1ccc2c(c1)c1c(n2CC(O)CN2CCCCC2C)CCCC1 (stereo unspecified)
  N370S GC: -8.7%	TDP1 cell CPT: ?	FEN1 inh: -5.6%
[20] COc1ccc(/C=N/NC(=O)c2cccc([N+](=O)[O-])c2)cc1OS(=O)(=O)c1ccc(C)cc1
  N370S GC: ?	TDP1 cell CPT: 4.11µM*	FEN1 inh: 12.6%
[21] Cc1oc2c(c1C(=O)NCc1ccccc1F)C1=NCCN1C=N2
  N370S GC: nt	TDP1 cell CPT: -0.4%	FEN1 inh: -6.8%
[22] Cc1ccc(C#N)c(SCc2ccccc2F)n1
  N370S GC: 23.9%	TDP1 cell CPT: 6.1%	FEN1 inh: -3.5%

Later entries:
Below each compound: N370S GC, TDP1 cell CPT, FEN1 inh
31: CCOC(=O)Cc1csc(NC(=O)CSc2ccc(Br)cc2)n1
  -15.2%, ?, -2.6%
32: COC(=O)c1ccc(CSc2nc3sc4c(c3c(=O)n2C)CCCC4)o1
  -0.7%, ?, 3.3%
33: COc1cc(C2/C(=C(\O)c3cc(C)ccc3C)C(=O)C(=O)N2CCN(C)C)ccc1O (stereo unspecified)
  -2.6%, 1.5%, -5.7%
34: O=C(CN1C(=O)/C(=C2\SC(=S)N(C3CCS(=O)(=O)C3)C2=O)c2ccccc21)Nc1ccc(F)cc1 (stereo unspecified)
  -5.4%, 6.51µM*, -10.2%
35: CCOC(=O)C(C)On1c(-n2nc(C)cc2C)nc2ccccc2c1=O (stereo unspecified)
  3.9%, ?, -8.4%
36: CC(C)C(NC(=O)c1ccccc1)C(=O)OCn1nnc2ccccc2c1=O (stereo unspecified)
  nt, -23.9%, 7.2%
37: O=C(Nc1ccc(F)cc1)N(CCCN1CCOCC1)Cc1cc2cc3c(cc2[nH]c1=O)OCO3
  -3.3%, ?, 0.6%
38: CC(=O)c1cc2c(cc1NC(=O)c1ccc(-n3nc(C)cc3C)cc1)OCO2
  nt, ?, 6.0%
39: CC(C)(C)c1ccc(C(=O)NCC(=O)OCN2C(=O)c3ccccc3C2=O)cc1
  -4.2%, ?, 2.6%
40: S=C(NCc1ccccc1)N1CCN(Cc2ccc3c(c2)OCO3)CC1
  -7.7%, -3.5%, -3.0%
41: COc1ccccc1CNC(=O)c1ccc(OCC2CCCO2)cc1 (stereo unspecified)
  1.7%, 0.5%, -14.4%
42: O=S(=O)(c1ccc(F)c(F)c1)N1CCN(c2ncccn2)CC1
  -7.3%, 9.3%, 0.2%
43: CCCCNCc1cc2ccccc2o1
  5.7%, -13.4%, -1.7%
44: CCOC(=O)COc1coc(CN2CCN(c3cccc(Cl)c3)CC2)cc1=O
  -13.0%, -5.7%, -6.4%
45: O=C(Nc1ccccc1OC(F)F)c1cccc(S(=O)(=O)N2CCCC2)c1
  -4.8%, ?, -13.2%
46: COc1ccc(S(=O)(=O)NC(C(=O)NCCc2ccccn2)C(C)C)cc1 (stereo unspecified)
  ?, 18.1%, -2.1%
47: Cc1ccccc1-c1nnc(SCC(=O)N(C)c2ccccc2)o1
  nt, ?, -4.4%
48: Nc1ccc(C(=O)OCCc2ccccc2)cc1
  -4.5%, ?, -14.3%
49: COc1ccc(Nc2cc(C(=O)NCCCN(C)Cc3ccccc3)c3ccccc3n2)cc1OC
  nt, 23.1µM*, -20.0%
50: CN(C(=O)c1cnc(N2CCN(c3ncccn3)CC2)c2ccccc12)c1ccc(Cl)cc1
  -3.7%, ?, -1.7%
51: Cn1c(N)c(C(=O)CSc2nc(N)cc(=O)[nH]2)c(=O)n(C)c1=O
  nt, -1.5%, -8.7%
52: NC(=O)CSc1nccn1Cc1ccc(Cl)cc1
  -2.4%, 0.9%, -3.0%
53: O=C(NCC(c1ccco1)N1CCCCC1)C(c1ccccc1)c1ccccc1 (stereo unspecified)
  -12.3%, 16.4µM*, 10.8%
54: COc1ccc(OCC(=O)N2CCN(c3nnc(-c4ccccc4)c4ccccc34)CC2)cc1
  3.1%, 16.4µM*, 3.2%
55: Cc1cc(C)c(NC2=NS(=O)(=O)c3ccccc32)c(C)c1
  nt, -3.5%, -16.0%
56: COC(=O)Cc1ccc(NC(=O)c2ccc3c(c2)C(=O)N(CC2CCCO2)C3=O)cc1 (stereo unspecified)
  -1.7%, -18.9%, 1.6%
57: CC(C)C(Cl)=NOC(=O)Nc1ccc(F)cc1
  nt, 1.46µM*, 4.5%
58: COc1ccc(CCNC(=O)CN2C(=O)NC(Cc3c[nH]c4ccccc34)C2=O)cc1 (stereo unspecified)
  ?, -27.4%, 4.3%
59: Cc1nn(-c2ccccc2)c(C)c1/C=N/NC(=O)c1cc(C23CC4CC(CC(C4)C2)C3)[nH]n1
  -1.8%, ?, -4.1%

From no. 58 up to 59, as listed above:
Below each compound: N370S GC, TDP1 cell CPT, FEN1 inh
58: COc1ccc(CCNC(=O)CN2C(=O)NC(Cc3c[nH]c4ccccc34)C2=O)cc1 (stereo unspecified)
  ?, -27.4%, 4.3%
59: Cc1nn(-c2ccccc2)c(C)c1/C=N/NC(=O)c1cc(C23CC4CC(CC(C4)C2)C3)[nH]n1
  -1.8%, ?, -4.1%

Some of the compounds tested; the hit share may differ from the screen's.
